Screening results from PubChem.
HKDC1 inh: HKDC1 (human) hexokinase inhibition | recombinant HKDC1, G6PDH/diaphorase resazurin coupled fluorescence | AID 493160 | Q2TB90 | 340,000 tested, 0.16% active | inhibition, % at 20 µM;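 active = inhibition above about 35% when tested at 20 µM, limit read from the data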;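 also: plate controls were DMSO wells with enzyme for no effect and DMSO wells lacking enzyme for full effect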
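test system = in-house recombinant HK5 (HKDC1) enzyme | amount = HKDC1 at 5 µg/mL | control set = DMSO-enzyme wells negative, buffer-substituted wells positive | compound = one dose of 20 µM, 1% DMSO | schedule = reaction time 90 min, room temperature, protected from light | technique = resorufin fluorescence at 613 nm | reagent = glucose with 1 mM ATP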
ATG4B inhibitor: ATG4B (human) cysteine protease inhibition; Q9Y4P1; ATG4B cleavage of LC3-PLA2, NBD-HPC fluorescence, 1 h; inhibition, % at 8.33 µM; 340,000 tested, 0.51% active; AID 504462; in the data active = inhibition above about 40%
Target sequence (Q9Y4P1 whole entry, looked up): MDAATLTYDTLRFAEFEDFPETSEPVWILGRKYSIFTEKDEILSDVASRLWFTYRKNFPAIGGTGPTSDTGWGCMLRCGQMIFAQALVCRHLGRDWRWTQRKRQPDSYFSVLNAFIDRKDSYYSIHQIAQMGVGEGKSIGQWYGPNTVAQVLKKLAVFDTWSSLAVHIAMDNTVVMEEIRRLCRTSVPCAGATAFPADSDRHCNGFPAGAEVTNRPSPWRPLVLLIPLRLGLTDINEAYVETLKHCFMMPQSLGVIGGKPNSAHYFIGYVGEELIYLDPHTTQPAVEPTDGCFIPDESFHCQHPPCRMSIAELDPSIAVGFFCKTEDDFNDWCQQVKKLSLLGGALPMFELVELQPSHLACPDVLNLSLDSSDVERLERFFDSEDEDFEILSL
SENP7 inh: blocks the human protease SENP7; recombinant SENP7, Z-RLRGG-aminoluciferin luminescence, 40 min; 330,000 tested, 1.5% active; AID 434973; Q9BQF6; inhibition, % at 5 µM;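 active = inhibition above about 50% at the single test dose, limit read from the data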;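 also: plate controls were DMSO with enzyme for no effect and no enzyme buffer wells for full effect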
SENP8 inh: SENP8 (human) protease inhibition. AID 602440. Q96LD8. inhibition, % at 20 µM. 360,000 tested, 0.64% active. recombinant SENP8, Nedd8 substrate fluorescence; in the data active = inhibition mostly above about 40%, no sharp cut-off; inactive = mostly below about 27%
Target sequence (Q96LD8 whole entry, looked up): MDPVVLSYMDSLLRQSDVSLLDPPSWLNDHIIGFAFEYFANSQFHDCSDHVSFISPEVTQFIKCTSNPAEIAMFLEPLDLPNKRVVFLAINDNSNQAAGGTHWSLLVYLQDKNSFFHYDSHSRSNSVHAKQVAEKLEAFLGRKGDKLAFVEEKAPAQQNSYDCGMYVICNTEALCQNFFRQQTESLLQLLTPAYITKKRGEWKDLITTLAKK
MPTP block: inhibitors of mitochondrial permeability transition pore; inhibition, % at 10 µM; 360,000 tested, 1.4% active; isolated mouse mitochondria, Ca2+ swelling absorbance, 30 min;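 active = inhibition of 50% or more, scaled per plate between neutral and stimulator controls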;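 also: 0% = DMSO wells given calcium and 100% = 1 mM EGTA wells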
NR3A LBD binder: NR3A (human) ligand-binding domain modulation. NR3A LBD differential scanning fluorimetry, Tm shift; 0% = protein alone, 100% = glycine-bound protein. Tm shift relative to glycine control, % at 25 µM. 340,000 tested, 2.5% active;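 active = melting temperature shift of at least 10% of the positive control shift, at one fixed dose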
PfGluPho inh: PfG6PD (Plasmodium falciparum) enzyme inhibition. PfGluPho enzyme, NADPH resazurin-diaphorase fluorescence. inhibition, % at 20 µM. 350,000 tested, 0.78% active. AID 504690;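 active = inhibition reaching at least a set limit at 20 µM in the primary screen, cut at about 59% in these data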;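 also: 0% = DMSO wells with substrate and 100% = DMSO wells lacking glucose-6-phosphate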
SENP6 inh: inhibitors of human SENP6 protease; Q9GZR1; Recombinant SENP6 catalytic domain, aminoluciferin luminescence; inhibition, % at 10 µM; 330,000 tested, 1.8% active;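 active = inhibition above about 50% at the single tested dose, limit read from the data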;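 also: plate controls were DMSO wells with enzyme for no effect and DMSO wells lacking enzyme for full effect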
Target sequence (Q9GZR1 628-1112 limits assumed): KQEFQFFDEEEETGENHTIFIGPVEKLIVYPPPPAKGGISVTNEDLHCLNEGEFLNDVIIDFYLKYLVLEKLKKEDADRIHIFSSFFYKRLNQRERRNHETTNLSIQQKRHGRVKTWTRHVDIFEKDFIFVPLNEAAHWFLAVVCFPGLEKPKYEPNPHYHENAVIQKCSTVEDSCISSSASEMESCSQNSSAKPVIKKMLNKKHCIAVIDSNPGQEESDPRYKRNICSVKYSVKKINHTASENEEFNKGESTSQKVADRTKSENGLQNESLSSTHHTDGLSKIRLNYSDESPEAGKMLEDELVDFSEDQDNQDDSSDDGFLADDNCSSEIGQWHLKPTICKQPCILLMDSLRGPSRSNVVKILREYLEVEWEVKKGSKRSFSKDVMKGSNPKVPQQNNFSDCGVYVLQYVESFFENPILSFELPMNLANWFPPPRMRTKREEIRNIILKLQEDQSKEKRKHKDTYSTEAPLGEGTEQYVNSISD
The depositor's hits bear a star.

The opening four compounds, ahead of the listing:
For COc1nc(-c2ccccc2)nnc1-c1ccccc1 the results were HKDC1 inh 13.0, ATG4B inhibitor -10.3, SENP8 inh 7.6, MPTP block -0.5, NR3A LBD binder 0.7 and PfGluPho inh 10.8.
O=C(O)CC1=C(O)C(=O)N(c2ccccc2)C1c1ccccc1 (stereo unspecified) was read as HKDC1 inh -9.0, ATG4B inhibitor 2.2, SENP7 inh -5.2, SENP8 inh 19.0, MPTP block -7.0, NR3A LBD binder 0.5, PfGluPho inh -31.8 and SENP6 inh -2.6.
Screening CN(Cc1ccccc1)C(=O)c1ccccc1NC(=O)c1ccccc1 returned HKDC1 inh 0.3, ATG4B inhibitor 17.2, SENP7 inh -1.7, SENP8 inh 18.8, MPTP block -3.5, NR3A LBD binder 0.4, PfGluPho inh 6.7 and SENP6 inh -4.9.
Screening CN(C)c1nc(N)ncc1-c1ccc(Oc2ccccc2)cc1 returned HKDC1 inh 2.1, ATG4B inhibitor -2.0, SENP7 inh -1.7, SENP8 inh 19.4, MPTP block 5.2, NR3A LBD binder 0.1, PfGluPho inh -5.8 and SENP6 inh -2.0.

This part in full, from the start:
For COc1nc(-c2ccccc2)nnc1-c1ccccc1 the results were HKDC1 inh 13.0, ATG4B inhibitor -10.3, SENP8 inh 7.6, MPTP block -0.5, NR3A LBD binder 0.7 and PfGluPho inh 10.8.
O=C(O)CC1=C(O)C(=O)N(c2ccccc2)C1c1ccccc1 (stereo unspecified) was read as HKDC1 inh -9.0, ATG4B inhibitor 2.2, SENP7 inh -5.2, SENP8 inh 19.0, MPTP block -7.0, NR3A LBD binder 0.5, PfGluPho inh -31.8 and SENP6 inh -2.6.
Screening CN(Cc1ccccc1)C(=O)c1ccccc1NC(=O)c1ccccc1 returned HKDC1 inh 0.3, ATG4B inhibitor 17.2, SENP7 inh -1.7, SENP8 inh 18.8, MPTP block -3.5, NR3A LBD binder 0.4, PfGluPho inh 6.7 and SENP6 inh -4.9.
Screening CN(C)c1nc(N)ncc1-c1ccc(Oc2ccccc2)cc1 returned HKDC1 inh 2.1, ATG4B inhibitor -2.0, SENP7 inh -1.7, SENP8 inh 19.4, MPTP block 5.2, NR3A LBD binder 0.1, PfGluPho inh -5.8 and SENP6 inh -2.0.
`C#CCNC(=O)C1=C[C@H](c2csc3ccccc23)[C@@H](CCCO)[C@H](OCC)O1` gave HKDC1 inh -2.8, ATG4B inhibitor -5.4, SENP7 inh 5.5, SENP8 inh 13.4, MPTP block -0.6, NR3A LBD binder -3.2, PfGluPho inh 30.4 and SENP6 inh 10.1.
`CCc1ccc(C(=O)NNC(=O)c2cc(S(=O)(=O)N(C)C)ccc2N2CCCC2)cc1` gave HKDC1 inh -6.1, ATG4B inhibitor -5.9, SENP7 inh -2.0, SENP8 inh -4.2, MPTP block 1.7, NR3A LBD binder -0.3, PfGluPho inh -22.3 and SENP6 inh 3.3.
COc1cnc(-c2ccccn2)nc1NC(C)C was read as HKDC1 inh -4.6, ATG4B inhibitor -2.4, SENP7 inh -1.5, SENP8 inh 2.9, MPTP block -6.0, NR3A LBD binder -1.8, PfGluPho inh -17.4 and SENP6 inh 2.8.
`CN1CCN(CC2(O)CCN(S(=O)(=O)c3ccc(Cl)cc3)CC2)CC1` gave HKDC1 inh -8.1, ATG4B inhibitor 0.8, SENP7 inh 3.6, SENP8 inh 4.8, MPTP block -1.8, NR3A LBD binder 1.2, PfGluPho inh -2.9 and SENP6 inh -9.0.
CCOc1ccccc1C1C(C(N)=O)=C(C)Nc2nc(-c3ccc(OC)cc3)nn21 (stereo unspecified) was read as HKDC1 inh -2.3, ATG4B inhibitor -11.2, SENP7 inh 12.9, SENP8 inh -100.9, MPTP block -0.5, NR3A LBD binder -1.7, PfGluPho inh 1.1 and SENP6 inh 9.4.
Screening S=C(NCc1ccccc1)Nc1cccc2ccccc12 returned HKDC1 inh 2.2, ATG4B inhibitor 8.0, SENP7 inh 2.7, SENP8 inh -265.4, MPTP block 0.9, NR3A LBD binder -1.3, PfGluPho inh -2.6 and SENP6 inh 14.2.
`CCSc1nnc(NC(=O)Cc2ccc(OC)cc2)s1` gave HKDC1 inh -9.5, ATG4B inhibitor -2.7, SENP7 inh -3.5, SENP8 inh 3.5, MPTP block 10.1, NR3A LBD binder 1.0, PfGluPho inh -7.9 and SENP6 inh -9.2.
CN(C(=O)COC(=O)c1cc(=O)[nH]c2ccccc12)C1CCCCC1 was read as HKDC1 inh 3.4, ATG4B inhibitor -2.6, SENP7 inh 8.6, SENP8 inh -289.0, MPTP block 0.4, NR3A LBD binder 1.0, PfGluPho inh -2.9 and SENP6 inh -18.7.
Screening CCOc1ccc2ncc(S(=O)(=O)c3ccccc3)c(N3CCN(c4ccccc4)CC3)c2c1 returned HKDC1 inh -3.4, ATG4B inhibitor -3.5, SENP7 inh 5.8, SENP8 inh 30.2, MPTP block -0.2, NR3A LBD binder 0.9, PfGluPho inh 3.2 and SENP6 inh 10.8.
Screening CC(OC(=O)c1ccc(Cl)c(S(N)(=O)=O)c1)C(=O)NCc1ccc2c(c1)OCO2 (stereo unspecified) returned HKDC1 inh -6.9, ATG4B inhibitor -7.8, SENP7 inh -12.8, SENP8 inh -0.8, MPTP block 0.1, NR3A LBD binder 14.1*, PfGluPho inh -10.0 and SENP6 inh -1.8.
Screening CCOc1ccc(CCNC(=O)CN2C(=O)CCSc3ccccc32)cc1OCC returned HKDC1 inh -1.7, ATG4B inhibitor -6.6, SENP7 inh -1.9, SENP8 inh 15.4, MPTP block -0.5, NR3A LBD binder -0.8, PfGluPho inh -3.3 and SENP6 inh -2.5.
For COc1ccc(/C=N/NC(=O)Nc2cccc3nsnc23)cc1 the results were HKDC1 inh 2.3, ATG4B inhibitor 3.0, SENP7 inh 4.8, SENP8 inh -325.6, MPTP block -8.5, NR3A LBD binder -1.2, PfGluPho inh -6.8 and SENP6 inh 0.5.
For COc1ccc(Cl)cc1N1C(=O)/C(=C/c2sccc2C)N=C1SCC(=O)NC1CC1 the results were HKDC1 inh -3.0, ATG4B inhibitor 10.1, SENP8 inh -67.9, MPTP block -0.6, NR3A LBD binder -1.0 and PfGluPho inh 1.4.
Screening Cc1ccc2nc(N3CCN(Cc4ccc(F)cc4)C3=O)c(C)cc2c1 returned HKDC1 inh -0.4, ATG4B inhibitor -7.2, SENP7 inh -1.8, SENP8 inh -42.0, MPTP block 4.2, NR3A LBD binder 4.7, PfGluPho inh 16.6 and SENP6 inh -11.9.
For COc1ccc(Cl)cc1N(CC(=O)N1CCN(Cc2ccccc2)CC1)S(C)(=O)=O the results were HKDC1 inh -2.6, ATG4B inhibitor -7.8, SENP7 inh 6.0, SENP8 inh -1.6, MPTP block -0.1, NR3A LBD binder 0.5, PfGluPho inh -6.9 and SENP6 inh -14.1.
O=C(Cn1c(-c2ccc(Cl)cc2)noc1=O)N1CCN(c2ccccc2F)CC1 was read as HKDC1 inh -12.7, ATG4B inhibitor -6.5, SENP7 inh -3.0, SENP8 inh 6.2, MPTP block 0.2, NR3A LBD binder -0.1, PfGluPho inh -2.7 and SENP6 inh 6.3.
`COc1ccc(C2Nc3ccccc3C(=O)N2NC(C)=O)cc1OC` (stereo unspecified) gave HKDC1 inh -6.9, ATG4B inhibitor -1.2, SENP7 inh 0.8, SENP8 inh -382.5, MPTP block -2.7, NR3A LBD binder -0.1, PfGluPho inh 7.0 and SENP6 inh 5.1.
For CCOC(=O)Cn1c(=O)c2c(nc3n2CCS3)n(C)c1=O the results were HKDC1 inh 3.0, ATG4B inhibitor -20.2, SENP7 inh 7.2, SENP8 inh 4.9, MPTP block -0.1, NR3A LBD binder 1.2, PfGluPho inh 6.4 and SENP6 inh -3.7.
For CCCCOC(=O)C1=C(N)N2C(=O)C(C)SC2=C(C(=O)OCC)C1c1ccc(O)c(OC)c1 (stereo unspecified) the results were HKDC1 inh 3.4, ATG4B inhibitor 4.3, SENP7 inh -5.9, SENP8 inh 11.1, MPTP block 1.7, NR3A LBD binder -1.6, PfGluPho inh -23.1 and SENP6 inh -7.6.
`CCCn1c(-c2cc(OC)c(OC)c(OC)c2)nc2nc3ccccc3nc21` gave HKDC1 inh 1.7, ATG4B inhibitor 13.9, SENP7 inh -9.4, SENP8 inh -284.1, MPTP block 3.0, NR3A LBD binder 1.9, PfGluPho inh 6.5 and SENP6 inh 5.4.
Screening COc1ccc(/C=N\NS(=O)(=O)c2ccc(Cl)cc2)cc1COc1ccccc1[N+](=O)[O-] returned HKDC1 inh 10.4, ATG4B inhibitor -18.1, SENP7 inh -1.0, SENP8 inh 34.0, MPTP block -1.1, NR3A LBD binder 23.6*, PfGluPho inh -5.8 and SENP6 inh -3.6.
`CCc1nc(SCC(=O)O)c(C#N)c2c1CCCC2` gave HKDC1 inh 5.1, ATG4B inhibitor -7.7, SENP7 inh 5.3, SENP8 inh -3.9, MPTP block 0.6, NR3A LBD binder -2.0, PfGluPho inh -3.7 and SENP6 inh -9.7.
Screening O=C(NCc1cccc(Br)c1)C1CC(c2ccccc2[N+](=O)[O-])=NO1 (stereo unspecified) returned HKDC1 inh -2.5, ATG4B inhibitor 6.4, SENP7 inh -3.0, SENP8 inh -10.0, MPTP block -0.9, NR3A LBD binder -1.0, PfGluPho inh -10.0 and SENP6 inh 10.9.
For COc1ccc(-c2csc(NC3CCCCC3)n2)c(OC)c1 the results were HKDC1 inh -2.4, ATG4B inhibitor 6.5, SENP7 inh -3.8, SENP8 inh -1.5, MPTP block -0.1, NR3A LBD binder 6.5, PfGluPho inh 22.9 and SENP6 inh -4.3.
`C(=N\Nc1nc(Nc2ccccc2)nc(N2CCOCC2)n1)/c1c[nH]c2ccccc12` gave HKDC1 inh 1.1, ATG4B inhibitor -24.8, SENP7 inh 6.6, NR3A LBD binder 17.7*, PfGluPho inh 17.6 and SENP6 inh -15.2.
For Cc1ccc(C(=O)N2CCCC2)c(F)c1F the results were HKDC1 inh 16.1, ATG4B inhibitor -5.4, SENP7 inh 2.6, SENP8 inh 9.7, MPTP block -1.0, NR3A LBD binder 1.3, PfGluPho inh -2.4 and SENP6 inh -19.4.
`c1ccc(CN2CCN(c3nc4ccccc4c4ccccc34)CC2)cc1` gave HKDC1 inh 0.0, ATG4B inhibitor 1.5, SENP7 inh 8.3, SENP8 inh -239.7, MPTP block 0.8, NR3A LBD binder -0.8, PfGluPho inh 8.6 and SENP6 inh 13.5.
Screening COCCCNC(=S)Nc1ccc2nc3n(c(=O)c2c1)CCCCC3 returned HKDC1 inh -5.2, ATG4B inhibitor -20.4, SENP7 inh 7.1, SENP8 inh 1.0, MPTP block -0.6, NR3A LBD binder -2.2, PfGluPho inh 5.9 and SENP6 inh 3.3.
`Cc1ccc(NC(=O)COC(=O)c2sccc2C)cc1S(=O)(=O)N1CCOCC1` gave HKDC1 inh -1.6, ATG4B inhibitor -9.2, SENP7 inh -4.9, SENP8 inh 7.7, MPTP block 5.1, NR3A LBD binder -22.4, PfGluPho inh 2.0 and SENP6 inh -5.2.
Screening CCCCc1c(C)c2ccc(OC)c(/C(C)=N\O)c2oc1=O returned HKDC1 inh 2.1, ATG4B inhibitor 21.1, SENP7 inh 4.7, SENP8 inh -234.9, MPTP block -3.8, NR3A LBD binder 0.7, PfGluPho inh 5.5 and SENP6 inh -0.2.
`CC[n+]1c(C)sc2cc(C)ccc21` gave HKDC1 inh -3.0, ATG4B inhibitor 0.6, SENP7 inh 1.4, SENP8 inh 17.8, MPTP block 1.8, NR3A LBD binder 1.6, PfGluPho inh 38.5 and SENP6 inh 10.8.
`COc1ccc(/C=N/NC(=O)c2ccncc2)cc1COc1ccc(NC(C)=O)cc1` gave HKDC1 inh 1.9, ATG4B inhibitor -3.7, SENP7 inh -2.3, NR3A LBD binder 0.8, PfGluPho inh 9.6 and SENP6 inh -3.5.
`O=C(NC(Cc1ccccc1)C(=O)N1CCN(c2ccccc2O)CC1)c1ccccc1` (stereo unspecified) gave HKDC1 inh 9.3, ATG4B inhibitor 3.4, SENP7 inh -9.0, SENP8 inh 12.1, MPTP block -0.7, PfGluPho inh 11.6 and SENP6 inh -10.4.
